# IL-1B inflam inh = qHTS for Inhibitors of Inflammasome Signaling: IL-1-beta AlphaLISA Primary Screen; THP-1 LPS/ATP IL-1B secretion, AlphaLISA, 16 h; active compounds read low; activity change, % at 57.5 µM; hit rate 4.7% among 360,000; in the data active means activity change below about -50%; inconclusive means mostly about -30% to -49%; further: on the % scale 0 is the no-effect control and ±100 the full control effect
#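 THP-1 cells pretreated 1 hr with compounds (up to 57.5 uM final), then stimulated with LPS (250 ng/mL final) plus ATP (1.25 mM final); secreted IL-1B measured by AlphaLISA after 16 hr, decreased signal indicating inhibition.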
# ATXN2 expr inh = Primary qHTS for Inhibitors of ATXN expression | Potency, µM (top dose mostly 57 µM), without a hit: top-dose activity change, negative = inhibition, usual class: inhibitors | HEK-293 ATXN2-luciferase reporter, luminescence, 24 h | hit rate 0.72% among 360,000; further: potency means the concentration at half of the fitted maximal effect; on the % scale 0 is the no-effect control and ±100 the full control effect; nearly all actives have a fitted effect of over 55% in size
#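 ATXN2-luciferase reporter cells (luciferase flanked by upstream and downstream ATXN2 gene portions) were treated 24 h at 37 °C with compounds at up to 57 uM. SteadyGlo luminescence gave expression; GF-AFC fluorescence gave viability.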
# TGFb SMAD3 inh = qHTS for Inhibitors of TGF-b; HepG2 CAGA-GFP TGF-b/SMAD3 reporter, GFP fluorescence, 18 h; TGF-beta stimulated, 500 pg/mL final; Potency, µM (highest dose often 46.1 µM), for the others: top-dose activity, negative = inhibition, hits mostly inhibitors; hit rate 1.2% among 410,000; further: potency means the concentration at half of the fitted maximal effect; on the % scale 0 is the no-effect control and ±100 the full control effect; nearly all actives have a fitted effect of over 65% in size
#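 HEPG2 CAGA-GFP reporter cells (1000/well, DMEM with 1% FBS) received compounds, then recombinant TGF-beta at 500 pg/mL final for 18 hours at 37 degrees C. Per-cell GFP summed per well was normalised to unstimulated and stimulated DMSO controls before curve fitting.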
# ATXN viability = Viability Counterscreen for Primary qHTS for Inhibitors of ATXN expression; Potency, µM (doses to about 56.7 µM), actives largely listed as cytotoxic; S2 cells (HEK-293 line with an ATXN2-luciferase reporter) viability, CellTiter-Fluor protease fluorescence, 24 h; hit rate 0.49% among 400,000; further: potency means the concentration at half of the fitted maximal effect; nearly all actives have a fitted effect of over 40% in size
# HepG2 tox = qHTS for Inhibitors of TGF-b: Cytotox Counterscreen | Potency, µM (top dose mostly 46.1 µM), for the others: at the top dose activity change, negative = cytotoxicity, actives largely listed as cytotoxic | HepG2 CAGA-GFP viability, ATP luminescence, 18 h | hit rate 0.76% among 410,000 | AID 588856, 2011; further: potency means the concentration at half of the fitted maximal effect; some results filed as inactive show a strong effect at the top dose
#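 CellTiter-Glo luminescence gave cytotoxicity after 18 hours at 37 degrees C. The cells were HepG2 CAGA-GFP in 1% FBS DMEM, stimulated with 500 pg/mL TGF-beta after compound addition. %Activity was normalised to no-cell wells (complete cell-killing) and DMSO (no toxicity), and curves were fitted and classified.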
# Nrf2 activator = qHTS of Nrf2 Activators | AREc32 ARE-luciferase reporter (MCF7-derived line), luminescence, 24 h | Potency, µM (top dose mostly 46.1 µM), for the others: at the top dose activation, most hits filed as activators | hit rate 0.31% among 410,000 | AID 624171, 2012; further: potency means the concentration at half of the fitted maximal effect; % of control where 0% means no effect; nearly all actives have a fitted effect of over 65% in size
#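 ARE-driven firefly luciferase activity in AREc32 cells measured after a 24 hr compound exposure at 37 deg C, using Steady-Glo reagent and a 30 min room-temperature hold.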
# MCF10A rerep = A quantitative high throughput screen for small molecules that induce DNA re-replication in MCF 10a normal breast cells; Potency, µM (doses to about 46.1 µM), inactives show at the top dose activity, positive = re-replication, hits mostly activators; MCF 10A DNA re-replication, Hoechst nuclear intensity, 48 h; hit rate 2.9% among 350,000; further: potency means the concentration at half of the fitted maximal effect; % of control where 0% means no effect; nearly all actives have a fitted effect of over 50% in size
# Nrf2 inh = Nrf2 qHTS screen for inhibitors; A549 ARE-Fluc reporter, luciferase luminescence, 18-24 h; Potency, µM (titrated, usually from 46 µM), without a hit: top-dose activity change, negative = inhibition, hits mostly inhibitors; hit rate 2.1% among 360,000; further: potency means the concentration at half of the fitted maximal effect; on the % scale 0 is the no-effect control and ±100 the full control effect; nearly all actives have a fitted effect of over 60% in size
#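 Quantitative HTS in A549 cells stably bearing an antioxidant response element-firefly luciferase construct. Inhibition of Nrf2-driven transcription was scored by luminescence after 18-24 h of compound exposure at 37 °C.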
# A549 tox = Nrf2 qHTS screen for inhibitors: counterscreen for cytotoxicity | A549 ARE-Fluc cells, CellTiter-Fluor viability, 18-24 h | Potency, µM (doses to about 46 µM), for inactives: at the top dose activity change, negative = cytotoxicity, hits mostly inhibitors | hit rate 0.16% among 390,000; further: potency means the concentration at half of the fitted maximal effect; on the % scale 0 is the no-effect control and ±100 the full control effect
#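 A549 ARE-Fluc cells in 5% FBS OPTI-MEM, 5000 cells/well, rested 2 h then exposed to compounds in concentration-response for 18-24 h at 37 °C. Viability by CellTiter-Fluor fluorescence (Ex 405/Em 525) after 30 min; luciferase luminescence (BugLite, 15 min, RT) read afterwards.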
# * = called active by the depositor; i = inactive; ? = inconclusive; / = no result given; & = joins results of further samples; ! = repeats disagree; [ ] = remark or other dose. Unless noted, the call rests on the fitted dose curve; in most records, active means well fitted curve in the direction sought with a large enough effect; inconclusive means small, poorly fitted or top-dose-only effect, or another doubt; inactive means no such curve, though single readings can be large; an effect the other way counts as inactive or inconclusive.
# Each structure is followed by: IL-1B inflam inh	ATXN2 expr inh	TGFb SMAD3 inh	ATXN viability	HepG2 tox	Nrf2 activator	MCF10A rerep	Nrf2 inh	A549 tox
CN(C(=O)CSc1nc2ccc(NC(=O)COc3ccccc3Cl)cc2s1)c1ccccc1
 : /	0%	5%	i	-3%	-1.0%	/	-11%	0%
Cc1ccc(CN(C(=O)COc2ccc(Br)cc2)C2CCS(=O)(=O)C2)o1 (stereo not given)
 : 0	-1%	15%	i	6%	0.0%	?	1%	-3%
Cc1ccc(C(=O)Nc2cccc(S(=O)(=O)N3CCCCC3)c2)cc1[N+](=O)[O-]
 : ?	?	?	?	-8%	0.6%	?	16µM*	-15%
Cn1cc(S(=O)(=O)Cc2ccc(F)cc2)c2ccccc21
 : -5	9%	-12%	i	-14%	0.4%	-1%	11%	5%
Cc1ccc2ccccc2c1C(O)c1ncc(-c2ccccc2Cl)[nH]1 (stereo not given)
 : -13	-14%	-30%	?	-38%	4.2%	/	/	/
COc1ccc(/C=C/c2nc(C#N)c(NCc3ccc(C)cc3)o2)cc1OC
 : /	/	?	/	-21%	5.1%	/	?	-18%
COc1ccc(CCNC(=O)CSc2nnc3ccc(-c4ccncc4)nn23)cc1
 : -11	-13%	-2%	i	-4%	-0.4%	-1%	-30%	7%
O=Cc1cn(-c2ccccc2)nc1-c1cc2c(ccc3ccccc32)oc1=O
 : 31	-8%	21%	i	-5%	2.1%	2.9µM*	4%	-4%
CN1CC(=O)N(C)c2ncn(Cc3ccccc3)c2C1=O
 : -5	-1%	20%	i	6%	-0.3%	-20%	/	-2%
COc1ccc(S(=O)(=O)Nc2cccc3c2O[C@H](CN(C)C(=O)NC2CCCCC2)[C@@H](C)CN([C@H](C)CO)C3=O)cc1
 : -12	-11%	22%	i	-1%	-0.3%	-1%	-7%	1%
O=C(Cc1ccc(F)cc1)N(c1ccccc1)C1C=CS(=O)(=O)C1 (stereo not given)
 : 6	2%	27%	?	7%	-0.7%	4%	8%	-8%
O=C(COc1ccccc1)Nc1ccc(S(=O)(=O)N2CCOCC2)cc1
 : -15	5%	-1%	i	-3%	0.2%	-3%	-3%	-5%
COc1cc(C(=O)NCCc2ccc3c(c2)OCCO3)ccc1OCC(=O)N1CCOCC1
 : 4	2%	-4%	i	-2%	0.1%	5%	-4%	-2%
O=C(Cn1cnc2c(cnn2-c2ccc(F)cc2)c1=O)NCCc1ccccc1
 : -5	0%	2%	?	-8%	-0.2%	?	12%	8%
O=C(Cn1ncc2c1-c1ccccc1OC2)Nc1ccc(S(=O)(=O)N2CCCCC2)cc1
 : ?	-19%	-14%	i	-31%	-1.8%	15%	?	-10%
Cc1cccc(CS(=O)(=O)c2ncc(Cl)c(C(=O)Nc3nnc(C(C)C)s3)n2)c1
 : -102*	-35%	11µM*	28µM*	11µM*!	-2.4%&20%	?	1%&0%	?
O=C1CC(c2ccco2)Cc2nc(N3CCN(Cc4ccc5c(c4)OCO5)CC3)ncc21 (stereo not given)
 : 10	-15%	-17%	i	5%	5.6%	17%	/	-1%
Cc1ccnc(NC(=O)c2ccccc2[N+](=O)[O-])c1
 : 0	23%	-13%	i	0%	-0.2%	9%	23%	6%
C=CCn1c(O)c(N=NC(=O)c2cccnc2)c2cc(Br)ccc21
 : 19	4%	-12%	i	-4%	7.4%	?	-9%	-1%
CCC(C)n1c(-c2cccs2)nc2nc3ccccc3nc21 (stereo not given)
 : 17	3%	14%	i	-7%	20%	?	?	0%
CN(C)c1ccc(S(=O)(=O)NCC(=O)N2CCN(S(=O)(=O)c3cccc(F)c3)CC2)cc1[N+](=O)[O-]
 : -13	1%	-25%	i	-5%	-0.2%	-1%	?	-23%
Cc1cc(/C=C2\C(=N)N3N=C(c4ccco4)SC3=NC2=O)c(C)n1Cc1ccccc1
 : /	1%	-23%	/	1%	9.4%	21µM*	10%	-9%
COc1ccccc1CCC(=O)Oc1ccccc1C#N
 : 0	4%	-5%	i	-3%	0.0%	0%	2%	5%
C=CCOc1ccc(C2N3CC4(CC)CN2CC(CC)(C3)C4=O)cc1 (stereo not given)
 : -10	-10%	-2%	i	-11%	-0.3%	-10%	0%	-1%
COc1ccc(CCN(C)c2ccc(S(=O)(=O)N3CCCC3)cn2)cc1OC
 : 0	-17%	-15%	i	0%	0.0%	-4%	?	-7%
CC(C)OC(=O)c1ccc(NC(=S)NC(=O)c2cncc(Br)c2)cc1
 : 26	8%	-2%	i	-4%	-0.7%	16%	-9%	?
CNC(=S)N(CCc1c(C)[nH]c2ccc(OC)cc12)Cc1cccnc1
 : 0	7%	-20%	i	-44%	2.3%	1%	-17%	1%
Oc1ccccc1C=Nc1ccccc1-c1nc2ccccc2[nH]1
 : -3	76%[activator]	-24%	i	-41%	3.6%	?	?	2%
O=C(OCC(=O)c1c[nH]c2ccccc12)c1cccc(O)c1
 : -5	75%[activator]	36%[activator]	i	0%	2.7%	12%	?	-2%
COCc1c(C#N)c(NCCc2ccccc2)nc(C)c1[N+](=O)[O-]
 : 27	7%	7%	i	-1%	2.9%	22%	-6%	6%

# Compounds listed so far that contain an aryl thioether with sulfur outside any ring, in the order listed:
# Each structure is followed by: IL-1B inflam inh	ATXN2 expr inh	TGFb SMAD3 inh	ATXN viability	HepG2 tox	Nrf2 activator	MCF10A rerep	Nrf2 inh	A549 tox
CN(C(=O)CSc1nc2ccc(NC(=O)COc3ccccc3Cl)cc2s1)c1ccccc1
 : /	0%	5%	i	-3%	-1.0%	/	-11%	0%
COc1ccc(CCNC(=O)CSc2nnc3ccc(-c4ccncc4)nn23)cc1
 : -11	-13%	-2%	i	-4%	-0.4%	-1%	-30%	7%

# Further structures.
# Each structure is followed by: IL-1B inflam inh	ATXN2 expr inh	TGFb SMAD3 inh	ATXN viability	HepG2 tox	Nrf2 activator	MCF10A rerep	Nrf2 inh	A549 tox
CCN1C(=O)[C@H]2[C@H]3CN=C(SCc4ccc(OC)cc4)N3[C@@](CC)(C(=O)OC)[C@H]2C1=O
 : 12	6%	3%	i	-7%	-0.3%	7%	10%	-3%
CN(C)CC(NC(=O)c1cccc(S(=O)(=O)Nc2ccc3c(c2)OCO3)c1)c1ccccc1 (stereo not given)
 : ?	-3%	0%	i	-28%	3.0%	-2%	8%	-1%
CC1Cc2ccccc2N1C(=O)COC(=O)c1ccc([N+](=O)[O-])o1 (stereo not given)
 : -9	0%	?	?	-12%	?	18%	-7%	-8%
O=C(NCCc1ccc2c(c1)OCO2)C1CCN(S(=O)(=O)c2ccc(Cl)cc2)CC1
 : 3	-5%	-9%	i	-3%	0.3%	17%	10%	-6%
COc1ccccc1NC(=O)CCCc1nnc2n(C)c(=O)c3sccc3n12
 : 44	-10%&-10%	-1%&18%	i	-2%&-25%	0.0%&-1.0%	-7%	4%	2%&-26%
COCCCC1CCN(C(=O)C2CCC(=O)N(Cc3ccccc3F)C2)CC1 (stereo not given)
 : 0	17%	15%	i	-3%	-0.5%	2%	22%	0%
CCCN(CCC)Cc1c(C(=O)OCC)nnn1-c1nonc1N
 : 6	1%	-26%	i	-17%	2.1%	1%	-14%	2%
Cc1ccc(-c2csc(NC(=O)CSc3nnc4c(n3)[nH]c3ccccc34)n2)cc1
 : -5	?	-11%	?	17%	2.1%	16µM*	?	-16%
CCOc1ccc(-c2cn(CCC#N)cn2)cc1
 : 14	22%	-23%	i	-15%	2.1%	25%	14%	8%
Cc1nn(CC2CC2)c(=O)n1-c1ccc(C(C)C)cc1
 : 11	-7%	-3%	i	-21%	-0.4%	-1%	11%	-5%
COc1ccccc1C(=O)COC(=O)C1(C)CC1(Cl)Cl (stereo not given)
 : -12	37%	-1%	i	-4%	4.0%	0%	9%	1%
CCOC(=O)c1c2n(c3ccc(OC(C)=O)cc13)CCC2
 : -25	1%	-17%	i	-1%	2.2%	10%	1%	-4%
O=Cc1c(-c2ccc(Cl)cc2)oc2ccc(O)cc12
 : -55*	122%[activator]	0%	i	7%	7.5%	10%	?	13%
COc1ccc(NC(=O)c2nc(-n3nc(C)cc3C)ccc2Cl)cc1Cl
 : 27	-10%	18%	?	5%	0.1%	11%	5%	-3%
Cc1ccc(C)c(CSC2=NN3CCCC(=O)N=C3S2)c1
 : 16	1%	-16%	i	-6%	-0.2%	?	?	0%
Cc1ccccc1NC(=O)CN1CCN(C(=O)c2ccco2)CC1
 : -3	6%	0%	i	-1%	0.3%	0%	-11%	-6%
COc1ccc2c(=O)c(N3C(=O)c4ccccc4C3=O)c(C)oc2c1
 : 29	-10%	10%	i	1%	-0.1%	-12%	8%	-10%
Cc1ccccc1NS(=O)(=O)c1ccc2oc(=O)ccc2c1
 : 6	6%	-1%	i	1%	-0.8%	-1%	-7%	-2%
CC(=O)NC(c1ccc(F)c(F)c1)c1nc(-c2ccccc2C)cs1 (stereo not given)
 : 26	-9%	6%	i	-14%	-1.4%[9.22 µM]	/	/	/
Cc1ccc(C(C)C)c(OCCSc2nc3ccccc3n2CC(=O)O)c1
 : 26	/	-9%	i	-60%	-0.9%	?	9%	2%
COCCNC(=O)C1(C)CCCN(C(=O)c2cccnc2SC)C1 (stereo not given)
 : 17	5%	-7%	i	6%	-1.4%[9.22 µM]	/	/	/
CC(CCc1ccccc1)NCc1ccncc1 (stereo not given)
 : 10	2%	17%	i	9%	0.0%	-2%	2%	2%
Cn1cc(Cl)c(C(=O)Nc2nc3ccc(Cl)cc3s2)n1
 : -4	54%[activator]	7%	i	-40%	2.3%	0%	?	1%
Cc1nn(CC(=O)Nc2ccc3c(c2)nc(CCN2CCCCC2)n3C)c(=O)c2ccccc12
 : -12	-2%	-19%	i	7%	5.9%	16µM*	?	-26%
CCOc1ccc2c(c1)/C(=N/N1C(=O)c3ccccc3C1=O)C(=O)N2
 : 14	4%	1%	i	9%	0.3%	-6%	-11%	0%

# The order is random. About 8.8% of those tested had a hit in this group.
